Assay outcomes as filed in PubChem.
HEK293 tox: qHTS of GLP-1 Receptor Inverse Agonists: Cytotox Screen | AID 624418, 2012 | 0.13% of 410,000 active | HEK293 cAMP-luciferase reporter cells, luminescence, 24 h | Potency, µM (titrated, usually from 38.3 µM), inactives show at the highest dose activity change, negative = inhibition, usual class: inhibitors;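 further: loss of luciferase light is scored as toxicity; potency means the concentration at half of the fitted maximal effect; on the % scale 0 is the no-effect control and ±100 the full control effect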
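Compound-treated cells are incubated 24 hr at 37 deg C under 5% CO2 after a 12 hour attachment period, then luciferase detection reagent is added and luminescence is measured following 12 min at room temperature; lowered signal indicates toxicity.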
GLP-1R agonist: qHTS of GLP-1 Receptor Agonists. Potency, µM (titrated, usually from 45.6 µM), for inactives: at the highest dose activation, actives largely listed as activators. 0.007% of 380,000 active. HEK293 GLP-1R CRE-luciferase, luminescence, 4-6 h; cells express a hypersensitive GLP-1R form; further: potency means the concentration at half of the fitted maximal effect; % of control where 0% means no effect
Target sequence (P43220 whole entry, looked up): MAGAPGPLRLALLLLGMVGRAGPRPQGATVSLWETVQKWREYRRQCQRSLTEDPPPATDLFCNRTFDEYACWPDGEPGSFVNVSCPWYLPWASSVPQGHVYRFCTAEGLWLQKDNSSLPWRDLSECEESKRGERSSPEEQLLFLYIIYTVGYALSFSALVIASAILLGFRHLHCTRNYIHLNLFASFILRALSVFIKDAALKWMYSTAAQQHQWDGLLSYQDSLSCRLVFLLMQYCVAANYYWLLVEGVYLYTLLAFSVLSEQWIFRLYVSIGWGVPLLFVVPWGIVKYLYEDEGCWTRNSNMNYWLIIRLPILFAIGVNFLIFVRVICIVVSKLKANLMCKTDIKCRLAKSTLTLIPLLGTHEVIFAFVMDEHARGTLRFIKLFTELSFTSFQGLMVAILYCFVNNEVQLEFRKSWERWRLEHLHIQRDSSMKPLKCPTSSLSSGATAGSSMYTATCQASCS
EPAC1 ag: qHTS for Agonist of cAMP-regulated guanine nucleotide exchange factor 3 (EPAC1): primary screen. 0.073% of 360,000 active. EPAC1 agonist qHTS, biochemical assay; response scale: 100% = response to 6.5 mM cAMP. Potency, µM (doses to about 154 µM), for the others: at the top dose activation, hits mostly activators; further: potency means the concentration at half of the fitted maximal effect; nearly all actives have a fitted effect of over 60% in size
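Nucleotide exchange by EPAC1 (100 nM) on Rap1B–BODIPY-GDP (250 nM) in the presence of 50 uM GDP is tracked fluorescently at 480/540 nm over 30 min. Signals are normalized to a 6.5 mM cAMP control.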
PLK1 PBD block: qHTS for Inhibitors of PLK1-PDB (polo-like kinase 1 - polo-box domain): Primary Screen | Plk1 PBD binding of FITC phosphopeptide, fluorescence polarization | Potency, µM, without a hit: max response, negative = inhibition, actives largely listed as inhibitors | 2.8% of 360,000 active | Serine/threonine-protein kinase PLK1 (Homo sapiens), P53350; further: potency means the concentration at half of the fitted maximal effect; series mostly up to about 57 µM; on the % scale 0 is the no-effect control and ±100 the full control effect; nearly all actives have a fitted effect of over 65% in size
IL2 activator: qHTS of IL-2 Activators | activation, % (series mostly up to about 46 µM) | 0.065% of 360,000 active | IL-2 activation reporter assay, cell-based qHTS; stimulated with anti-CD3/CD4/CD28 beads; in transgenic mouse T cells | AID 652025, 2013; in the data active means activation above about 50%; inconclusive means mostly about 30% to 49%; further: 0% is about no effect
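Readout: EGFP and DsRed signals by fluorescent plate cytometry. Unstimulated transgenic mouse T cells received compound 60 min before antibody-bead stimulation, then incubated 18 h at 37 degrees C.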
EPAC1 antag: qHTS for Antagonist of cAMP-regulated guanine nucleotide exchange factor 3 (EPAC1): primary screen. AID 720709, 2013. EPAC1 GEF assay, Rap1b-BODIPY-GDP exchange fluorescence. Rap guanine nucleotide exchange factor 3 (Homo sapiens), O95398. 0.14% of 360,000 active. Potency, µM (titrated, usually from 115 µM), for the others: at the top dose activity change, negative = inhibition, actives largely listed as inhibitors;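 further: potency means the concentration at half of the fitted maximal effect; plate controls were vehicle for no effect and positive control for full effect; nearly all actives have a fitted effect of over 50% in size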
PI5P4Ka inh: qHTS for Inhibitors of phosphatidylinositol 5-phosphate 4-kinase (PI5P4K); max response, %; 1.2% of 330,000 active; PI5P4Kalpha enzyme, ADP-Glo luminescence, 60 min; active compounds read low; AID 652105, 2013; active means max response of -50% or lower; inconclusive means between -30% and -50%; inactive means -30% or higher; further: value at the top dose of about 77 µM; on the % scale 0 is the no-effect control and ±100 the full control effect
Target sequence (P48426 whole entry, looked up): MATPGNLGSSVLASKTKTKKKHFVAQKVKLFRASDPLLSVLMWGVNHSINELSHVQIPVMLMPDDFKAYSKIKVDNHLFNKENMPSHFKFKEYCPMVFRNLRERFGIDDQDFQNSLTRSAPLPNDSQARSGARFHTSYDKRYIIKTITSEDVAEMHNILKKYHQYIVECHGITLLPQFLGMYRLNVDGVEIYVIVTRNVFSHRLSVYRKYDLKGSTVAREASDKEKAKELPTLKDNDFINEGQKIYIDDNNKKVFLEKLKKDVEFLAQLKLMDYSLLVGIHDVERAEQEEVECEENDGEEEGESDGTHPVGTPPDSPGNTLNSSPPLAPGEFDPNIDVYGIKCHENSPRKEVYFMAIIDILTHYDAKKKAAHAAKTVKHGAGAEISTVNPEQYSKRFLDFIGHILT
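Single end-point luminescence (ADP-Glo) quantified ADP from PI5P4Kalpha turnover; ATP 5 microM final, 1 h at RT, 0.1% CHAPS and 0.28 mM EGTA in HEPES pH 7.4.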
PTHR1 ag: qHTS for PTHR1 Agonists: Primary Screen | Potency, µM (doses to about 115 µM), without a hit: top-dose activation, actives largely listed as activators | Parathyroid hormone/parathyroid hormone-related peptide receptor (Homo sapiens), Q03431 | 0.075% of 410,000 active | HEK293 GP2 PTHR1 cells, GloSensor cAMP luminescence, 1 h | AID 743266, 2014; further: potency means the concentration at half of the fitted maximal effect; nearly all actives have a fitted effect of over 55% in size; some results filed as inactive show a strong effect at the top dose; inactives centre near -15; many of its hits are not listed in these tables
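HEK-293-derived GP2 cells expressing PTHR1 and a GloSensor cAMP reporter, 3,000/well, plated overnight, given luciferin plus IBMX (each 0.5 mM as added) for 1 h at 37 °C, then compound for 1 h at 37 °C. Luminescence was read after 15 min at room temperature.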
GLP1R inv ag: qHTS of GLP-1 Receptor Inverse Agonists (Inhibition Mode); Glucagon-like peptide 1 receptor (Homo sapiens), P43220; HEK293 GLP-1R CRE-luciferase, luminescence, 24 h; GLP-1R form is constitutively active; Potency, µM (top dose mostly 38.3 µM), without a hit: top-dose activity change, negative = inhibition, most hits filed as inhibitors; 1.6% of 410,000 active; AID 624417, 2012; further: potency means the concentration at half of the fitted maximal effect; on the % scale 0 is the no-effect control and ±100 the full control effect; nearly all actives have a fitted effect of over 55% in size
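Stable HEK293 clone (constitutively active GLP-1R + cAMP-response luciferase); 200 cells/uL plated, 12 h pre-culture, compound 24 hr, 37 deg C/5% CO2; detection reagent 12 min RT; luminescence.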
Active calls of the source: *; i = inactive; u = inconclusive; x = no result given; [ ] = another dose, or the depositor's remark. Unless noted, the call rests on the fitted dose curve; in most records, active means well fitted curve in the direction sought with a large enough effect; inconclusive means small, poorly fitted or top-dose-only effect, or another doubt; inactive means no such curve, though single readings can be large; an effect the other way counts as inactive or inconclusive.

| no. | compound | HEK293 tox | GLP-1R agonist | EPAC1 ag | PLK1 PBD block | IL2 activator |
| --- | --- | --- | --- | --- | --- | --- |
| 1 | Cc1cc(C)cc(N(C(=O)c2csnn2)C(C(=O)NC2CCCC2)c2cccnc2)c1 (stereo not drawn) | 8% | 5% | 6% | -28% | 1.8 |
| 2 | COc1cc2c(cc1OC)CN(CC(=O)Nc1ccc(C#N)cc1)CC2 | 89%[activator] | 2% | 9% | -10% | 1.3 |
| 3 | CC/C(=N\NC(=O)c1cc(C2CC2)[nH]n1)c1ccccc1 | 8% | -4% | -1% | -14% | 0.7 |
| 4 | CCCCOC(=O)C1=C(C)Nc2ncnn2C1c1ccc(OC)c(OC)c1OC (stereo not drawn) | -4% | 1% | 0% | -6% | -1.8 |
| 5 | Cc1ccc(-c2cc(C(F)F)n3ncc(C(=O)Nc4c(C)nn(Cc5ccccc5Cl)c4C)c3n2)cc1 | 5% | 0% | -6% | u | 0.4 |
| 6 | Cc1ccc(OCC(O)CN2CCN(CC(O)COC(C)C)CC2)c(C(C)(C)C)c1 (stereo not drawn) | -15% | 15% | -2% | 4% | 2.5 |
| 7 | CN(CC(=O)Nc1ccccc1Cl)C(=O)Cn1cc(C(F)(F)F)cc(Cl)c1=O | 14% | 0% | u | -16% | -0.4 |
| 8 | Cc1cccc(C)c1NC(=O)CSc1nc(C2CC2)nc2ccccc12 | 11% | 5% | 11% | -8% | -1.4 |
| 9 | COc1cc(C(=O)NC2CC3CCCC(C2)N3C2CC2)cc(OC)c1OC (stereo not drawn) | -6% | 0% | -6% | 1% | 2.2 |
| 10 | Cc1cccc(Nc2nc(N)c([N+](=O)[O-])c(N3CCC(C)CC3)n2)c1 | u | 33% | 7% | -2% | -4.5 |
| 11 | CCn1c(SCC(=O)c2ccc(O)c(O)c2)nnc1-c1ccc(C)cc1 | -28% | -6% | -6% | -14% | 2.8 |
| 12 | C=CCN=C(NC#N)SCc1ccccc1Cl | -2% | u | 2% | -1% | -0.2 |
| 13 | N#Cc1ccc(/C=C2\CCn3c2nc2cc(C(=O)O)ccc2c3=O)cc1 | 1% | 1% | 5% | -8% | -2.1 |
| 14 | OC(c1cccc(Cl)c1)c1nc(-c2ccccc2)cs1 (stereo not drawn) | -11% | 14% | 10% | -3% | -0.7 |
| 15 | CC1=CC(C)(C)N(C(=O)CN2C(=O)CCC2=O)c2ccccc21 | 9% | -4% | 20% | -8% | 0.6 |

| no. | EPAC1 antag | PI5P4Ka inh | PTHR1 ag | GLP1R inv ag |
| --- | --- | --- | --- | --- |
| 1 | 8% | 1 | -12% | -27% |
| 2 | -1% | 0 | i | 3% |
| 3 | -18% | -4 | -23% | 0% |
| 4 | 0% | x | -9%[57.5 µM] | 2% |
| 5 | -8% | -2 | -6%[57.5 µM] | 8% |
| 6 | 13% | x | i | -16% |
| 7 | -17% | 2 | -19% | -8% |
| 8 | -23% | 0 | -2% | 3% |
| 9 | -22% | 2 | i | -17% |
| 10 | -26% | -2 | -35%[inhibitor] | u |
| 11 | u | u | -45%[inhibitor][57.5 µM] | u |
| 12 | -5% | -5 | i | 1% |
| 13 | -18% | -10 | -5% | 6% |
| 14 | -17% | 17 | -46%[inhibitor] | u |
| 15 | 6% | 2 | -25% | 6% |

Compound profiles (already shown). Values in the order: HEK293 tox | GLP-1R agonist | EPAC1 ag | PLK1 PBD block | IL2 activator | EPAC1 antag | PI5P4Ka inh | PTHR1 ag | GLP1R inv ag
CCn1c(SCC(=O)c2ccc(O)c(O)c2)nnc1-c1ccc(C)cc1 is entered as -28% | -6% | -6% | -14% | 2.8 | u | u | -45%[inhibitor][57.5 µM] | u
COc1cc2c(cc1OC)CN(CC(=O)Nc1ccc(C#N)cc1)CC2 is entered as 89%[activator] | 2% | 9% | -10% | 1.3 | -1% | 0 | i | 3%
CC/C(=N\NC(=O)c1cc(C2CC2)[nH]n1)c1ccccc1 is entered as 8% | -4% | -1% | -14% | 0.7 | -18% | -4 | -23% | 0%

(cont.)
| no. | compound | HEK293 tox | GLP-1R agonist | EPAC1 ag | PLK1 PBD block | IL2 activator |
| --- | --- | --- | --- | --- | --- | --- |
| 16 | O=C(NCc1ccc(F)cc1)c1cc2c(s1)CS(=O)(=O)C2 | -2% | -2% | -1% | 3% | -0.5 |
| 17 | N=C1C(c2ccccc2)=C(O)CN1c1ccc2c(c1)OCO2 | 1% | -1% | 3% | -2% | 2.4 |
| 18 | CN1c2ccccc2SC2C(c3ccccc3)=NOC21 (stereo not drawn) | 1% | -2% | -18% | -14% | 0.8 |
| 19 | O=C(NCc1ccc2c(c1)OCO2)C1CCC(CNS(=O)(=O)c2ccc(Cl)cc2)CC1 (stereo not drawn) | 7% | -1% | 8% | -2% | -1.3 |
| 20 | O=C(CBr)Nc1c2c(nn1-c1ccccc1)CSC2 | -4% | -1% | -16% | u | -2.8 |
| 21 | O=C(CN1CCOCC1)Nc1ccccc1Cl | -4% | -1% | -3% | -1% | -3.4 |
| 22 | COc1cccc(NS(=O)(=O)c2cc3c(cc2C)N(C)CCO3)c1 | 1% | -8% | -6% | -5% | -0.4 |
| 23 | COc1cc(/C=C/C(=O)c2c(O)cc(C)oc2=O)cc(OC)c1O | -14% | 7% | -3% | -2% | 0.5 |
| 24 | COc1ccc(C2C(C)C3(O)CC(C#N)(C(=O)N3)C2(C#N)C#N)cc1 (stereo not drawn) | u | 1% | -13% | -2% | -0.7 |
| 25 | CCOC(=O)Cn1c(=O)c2c(nc3n2CCCCN3c2ccc(OCC)cc2)n(C)c1=O | -3% | 11% | 1% | 0% | 0.6 |
| 26 | O=C(CN1CC(=O)Oc2ccccc21)OCC(=O)c1ccc(Br)cc1 | -21% | -3% | -7% | -9% | -2.4 |
| 27 | CCN1C(=O)c2cccc3c(NC(=O)C(C)(C)C)ccc1c23 | 0% | -11% | 3% | -5% | 0.8 |
| 28 | COc1ccc(CN2C(=O)c3ccccc3C2c2nnnn2C(C)C)cc1OC (stereo not drawn) | 2% | 5% | -10% | 2% | -0.4 |
| 29 | S=C(NN=C1CCN(Cc2ccccc2)CC1)NC1CCCCC1 | u | 4% | 2% | -6% | -2.4 |
| 30 | O=C(Nc1ccccc1)c1cc(C2CCCCN2S(=O)(=O)c2ccc(F)cc2F)on1 (stereo not drawn) | -3% | -5% | 0% | 11% | 0.8 |

| no. | EPAC1 antag | PI5P4Ka inh | PTHR1 ag | GLP1R inv ag |
| --- | --- | --- | --- | --- |
| 16 | -1% | -3 | i | 13% |
| 17 | 10% | x | -2%[57.5 µM] | -5% |
| 18 | -24% | -3 | -19% | -22% |
| 19 | 0% | x | i | 16% |
| 20 | -12% | -16 | i | 2% |
| 21 | 17% | x | -2%[57.5 µM] | 5% |
| 22 | 4% | 2 | -26% | -29% |
| 23 | 5% | 2 | -10% | 42%[activator] |
| 24 | -20% | 2 | i | 5% |
| 25 | -9% | -7 | -4% | 17% |
| 26 | 11% | -9 | -4%[57.5 µM] | 28% |
| 27 | 2% | 8 | -4% | 35%[activator] |
| 28 | 2% | -1 | -23% | 7% |
| 29 | 12% | 1 | i | u |
| 30 | -5% | 4 | -36% | -49% |

Later entries
| no. | compound | HEK293 tox | GLP-1R agonist | EPAC1 ag | PLK1 PBD block | IL2 activator |
| --- | --- | --- | --- | --- | --- | --- |
| 31 | COC(=O)c1cc(NC(=O)Cc2ccc(OC)cc2)cc(C(=O)OC)c1 | -10% | 9% | 15% | -22% | 0.9 |
| 32 | NC(=O)C1CCN(C(=O)c2ccccc2SCC(=O)NCC2CCCCC2)CC1 | 14% | -2% | 3% | -8% | -2.3 |
| 33 | CCOC(=O)N1CCC(N2C(=O)c3ccccc3C2Nc2c(C)cccc2C)CC1 (stereo not drawn) | -10% | 6% | -6% | -3% | -1.9 |
| 34 | NC(=S)NNc1ccnc2cc(Cl)ccc12 | -6% | 4% | -2% | 21µM* | -2.8 |
| 35 | O=C(Cc1cccs1)NC1CCCC1 | -2% | 4% | -5% | -1% | 0.6 |
| 36 | O=S(=O)(c1ccccc1F)N1CCN(C(=S)NCc2ccccc2)CC1 | -2% | 5% | 6% | -9% | 7.1 |
| 37 | O=C(c1ccc(COc2ccc3c(c2)CCC3)o1)N1CCN(c2ccccc2)CC1 | 5% | 11% | 24% | -2% | -1.4 |
| 38 | COCOc1ccc(-c2ncc(OC)nc2NC(=O)c2ccsc2)cc1 | 5% | -2% | -10% | -7% | 0.0 |
| 39 | CC(C)CCNC(=O)CCc1nnc(Cc2c[nH]c3ccccc23)o1 | 2% | 1% | 0% | -3% | -0.5 |
| 40 | CCn1c(CCC(=O)N(C)CC(=O)Nc2cccc(F)c2)nc2cc(S(=O)(=O)N(C)C)ccc21 | 3% | 2% | 0% | -4% | -4.9 |
| 41 | COc1ccc(-c2ccc(C(=O)Nc3cccc(NS(C)(=O)=O)c3)c3occc23)c(C)c1 | -12% | -8% | -21% | -1% | -0.6 |
| 42 | CCOCc1c(C(=O)NCC(c2ccco2)N2CCCC2)oc2ccccc12 (stereo not drawn) | 7% | -3% | 6% | -18% | -0.1 |

| no. | EPAC1 antag | PI5P4Ka inh | PTHR1 ag | GLP1R inv ag |
| --- | --- | --- | --- | --- |
| 31 | 8% | -1 | i | -21% |
| 32 | -29% | -4 | -17% | 9% |
| 33 | -13% | -9 | -29% | 13% |
| 34 | 3% | u | -6% | 0% |
| 35 | -8% | 10 | -21% | 11% |
| 36 | -29% | 12 | i | -8% |
| 37 | -4% | x | i | u |
| 38 | 0% | -5 | -20% | 1% |
| 39 | 14% | 4 | -33%[inhibitor] | 12% |
| 40 | 8% | -4 | i | 7% |
| 41 | -4% | -7 | -21% | u |
| 42 | -4% | 3 | -10% | u |

Not all compounds are listed, so the mix of outcomes need not match the whole.
